# Peg3 promoter = Peg3 promoter activity inhibition; HeLa PEG-Prom luciferase reporter, luminescence, overnight; AID 588405; hit rate 1.7% among 360,000; inhibition, % at 20 µM;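 active = inhibition of at least 50% at 20 µM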
# NR2E3 ag-1 = activates human photoreceptor nuclear receptor NR2E3 | AID 2300 | Q9Y5X4 | GST-NR2E3/biotin-RetCOR TR-FRET, 1536-well | hit rate 0.12% among 320,000 | inhibition of corepressor binding, % at 4.78 µM;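 active = percent inhibition above the cutoff of mean plus 3 SD of all tested compounds, set per screening campaign, cut at about 20% in these data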;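 also: 0% = DMSO wells and 100% = biotin wells as full block of FRET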
# Target sequence (Q9Y5X4 whole entry, looked up): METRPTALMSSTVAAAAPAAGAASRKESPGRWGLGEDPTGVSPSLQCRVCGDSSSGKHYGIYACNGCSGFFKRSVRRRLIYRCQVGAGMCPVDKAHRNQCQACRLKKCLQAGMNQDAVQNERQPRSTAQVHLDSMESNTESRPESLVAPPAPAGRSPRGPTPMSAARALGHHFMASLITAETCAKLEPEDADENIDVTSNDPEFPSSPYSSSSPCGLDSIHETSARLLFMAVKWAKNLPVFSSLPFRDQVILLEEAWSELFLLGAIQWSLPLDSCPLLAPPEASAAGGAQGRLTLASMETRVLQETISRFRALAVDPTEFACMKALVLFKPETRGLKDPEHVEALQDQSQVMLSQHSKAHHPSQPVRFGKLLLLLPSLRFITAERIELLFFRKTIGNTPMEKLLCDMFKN
#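 Test system – NR2E3–RetCOR corepressor complex · Quantity – NR2E3 fusion 1.35 nM · Buffer or medium – Tris pH 7.5 · Incubation – Compound–protein incubation for 5 h at 4 °C · Technique – TR-FRET, Eu(K)-anti-GST donor, streptavidin-D2 acceptor, ex 340, em 617/671 nm · Evaluation – percent inhibition of 671/617 nm emission ratio versus biotin and DMSO controls · Plate – 1536-well format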
# PDI turbidity = inhibitors of human protein disulfide isomerase; P07237; PDI insulin aggregation turbidity, A650, 90 min; inhibition, % at 10 µM; hit rate 0.052% among 350,000; AID 588391;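 active = mean inhibition across replicates of 30% or more, whatever share of single replicates reach that level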;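 also: absorbance from insulin aggregation driven by PDI reduction with DTT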
# TRPM1 prom inh = reduces MITF-dependent TRPM1 promoter luciferase signal; inhibition, % at 12.5 µM; AID 488899; SK-MEL-5 TRPM1 promoter luciferase, 24 h; hit rate 0.83% among 330,000;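 active = mean inhibition across replicates of 60% or more, whatever share of single replicates reaches that level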; also: values of inactives mirror those of a sister screen read the other way
# NR2E3 ag-2 = human photoreceptor-specific nuclear receptor agonism | AID 602229 | hit rate 0.35% among 360,000 | inhibition of corepressor binding, % at 3.98 µM | CHO-S Gal4-NCOR/VP16-NR2E3 two-hybrid, luciferase;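 active = inhibition above the mean of all tested compounds plus 3 SD, cut at about 70% in these data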;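 also: 0% = DMSO with NR2E3 transfected cells and 100% = cells lacking NR2E3 construct; higher means lower luciferase signal from less NR2E3 corepressor binding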
# Cardio protect = myocardial damage modulation in H9c2 cells; H9c2 cardiomyocytes, H2O2 injury protection, ATPLite, 2 h; protection from H2O2 cell death, % at 20 µM; hit rate 0.63% among 360,000; AID 588492;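 active = compounds giving at least 50% protection of heart cells from peroxide-induced death in the single-dose screen, raw or plate-pattern-corrected value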;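 also: 0% = DMSO wells with peroxide and 100% = DMSO wells without peroxide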
# CaV13 FRET inh = Disruptors of the CACNA1D IQ motif to Ca2+-dependent inactivation inhibitor domain association, primary screening, Förster resonance energy transfer in intact living …; HEK cells, CFP/YFP FRET ICDI-IQ, plate reader, 10 min; percent FRET-ratio fall versus neutral wells; inhibition, % at 12.3 µM; hit rate 0.098% among 340,000;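 active = mean replicate inhibition of at least 30% and at least 1% of replicates passing that level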;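 also: 0% = median of the neutral control wells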
# iPSC survival up = hiPSC single-cell survival enhancement | ATPlite luminescence; 100% = ROCK inhibitor wells, 0% = DMSO | survival enhancement, % at 20 µM | hit rate 0.044% among 360,000 | AID 602274; in the data active = survival enhancement above about 18%;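 also: cells exposed to compounds for 16 hours before the ATP read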
# Shn3 inh set2 = Schnurri-3 reporter inhibition in Clone20 osteoblasts. Clone20 osteoblast Shn3 3'UTR firefly luciferase, 24 h. inhibition, % at 12.5 µM. hit rate 0.52% among 360,000;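 active = mean inhibition of at least 75% with every replicate also reaching 75%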;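 also: 0% = median of neutral control wells and 100% = pilot-screen positive control compound; some compounds past the cut are filed as inactive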
# HTR2A ag = activates the mouse 5-HT2A serotonin receptor. activation, % at 7.6 µM. AID 624169. P35363. hit rate 0.66% among 360,000. CHO-K1 mHTR2A beta-arrestin complementation, luminescence; percent of 30 µM serotonin response;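 active = activation above a run cutoff, the mean activation of all tested compounds plus 3 SD, cut at about 14% in these data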;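 also: 0% = plate median of compound wells and 100% = 30 µM serotonin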
# Target sequence (P35363 whole entry, looked up): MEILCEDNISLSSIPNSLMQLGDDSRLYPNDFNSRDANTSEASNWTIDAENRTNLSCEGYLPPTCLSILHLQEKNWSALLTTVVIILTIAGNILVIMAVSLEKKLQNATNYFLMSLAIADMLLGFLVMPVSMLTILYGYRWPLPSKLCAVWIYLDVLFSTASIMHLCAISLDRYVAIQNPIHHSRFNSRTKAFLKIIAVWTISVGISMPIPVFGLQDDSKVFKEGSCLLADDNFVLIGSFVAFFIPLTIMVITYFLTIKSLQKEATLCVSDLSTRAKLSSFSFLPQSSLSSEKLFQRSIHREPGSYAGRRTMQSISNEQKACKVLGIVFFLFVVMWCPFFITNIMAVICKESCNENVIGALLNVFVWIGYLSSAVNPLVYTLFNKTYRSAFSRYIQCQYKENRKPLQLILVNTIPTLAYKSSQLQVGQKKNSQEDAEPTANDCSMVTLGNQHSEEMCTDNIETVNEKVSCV
# HIF-2a inh = inhibitors of HIF-2a; hit rate 0.72% among 360,000; 786-0 RCC cells HIF-2a reporter, luciferase luminescence, overnight; inhibition, % at 18.8 µM;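 active = inhibition of the luminescence signal of 40% or more relative to plate controls, in a single-dose primary screen at 18.75 µM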
# * = called active by the depositor; . = not tested or not shown.
SMILES,Peg3 promoter,NR2E3 ag-1,PDI turbidity,TRPM1 prom inh,NR2E3 ag-2,Cardio protect,CaV13 FRET inh,iPSC survival up,Shn3 inh set2,HTR2A ag,HIF-2a inh
COC(=O)c1oc2ccc(Br)cc2c1NC(=O)c1ccccc1,18,-1,-4,-8,-11,2,.,2.9,11,-4,5
CCCNS(=O)(=O)c1ccc(Oc2ncc(C(F)(F)F)cc2Cl)cc1,4,-1,-7,-4,2,-8,-4,-1.9,21,-2,3
O=C(Nc1ccc(Nc2ccccc2)cc1)C(Cl)(Cl)Cl,-20,-2,1,-7,-9,-1,-14,3.3,7,4,-127
COc1ccc(OC)c(C=Nc2ccccc2-c2nc3ccccc3[nH]2)c1,-148,3,-3,-39,-44,4,-5,-2.5,-24,-6,-172
COCCOC1CCN(C(=O)c2ccc(OC)c(OC3CCN(C(C)C)CC3)c2)CC1,2,-1,-7,8,4,-2,-6,0.2,2,-1,4
CC[C@H]1C/C=C\Cc2ccccc2[C@@H](C(=O)C[C@@H](O)CC(C)=O)OC1=O,5,.,-6,-10,0,-5,-6,-0.1,-7,0,17
Cc1cc(C)nc(NS(=O)(=O)c2ccc(NCN3C(=O)c4ccccc4C3=O)cc2)n1,3,.,-3,.,-41,4,-7,-2.0,-14,12,14
Cc1cccc(NS(=O)(=O)c2ccc(C(=O)N3CC(C)OC(C)C3)cc2)c1C (stereo not given),9,4,2,6,5,-12,-15,-0.1,16,-5,1
O=C(CCCn1c(=O)oc2ccccc21)Nc1cccnc1,2,0,-4,3,-14,-8,-6,-2.8,-3,5,3
COc1cccc(C2=CC(=O)C[C@H](c3ccc(Cl)cc3)C2)c1,17,1,10,-3,-8,-5,-8,5.8,-32,8,-15
CS(=O)(=O)Oc1ccc2c(c1)O/C(=C\c1cccc([N+](=O)[O-])c1)C2=O,-11,.,-2,-6,-17,8,-5,1.0,6,2,-16
CCOC(=O)N1CCC2(CC1)CC(=O)c1c(ccc3oc(C(=O)O)c(C)c13)O2,7,4,-2,-9,22,13,.,6.1,-13,1,15
C=CC[C@]12C=C(OC)C(=O)C=C1O[C@@H](c1ccc3c(c1)OCO3)[C@H]2C,6,0,.,-7,-9,-5,.,-1.4,26,-2,10
[O-][n+]1onc2c1CCc1nnccc1-2,10,3,0,-6,-1,-1,-4,-0.2,-16,3,-6
O=C(O)CCn1c(=O)n(CCC(=O)O)c(=O)n(CCC(=O)O)c1=O,6,1,-3,-7,10,2,-1,1.2,-9,-1,12
C=CCOC(=O)C1=C(C)NC(=O)NC1c1ccc(Cl)cc1 (stereo not given),17,2,0,-5,-11,-5,-6,-1.2,14,0,16
COc1ccc(CC(NC(C)=O)C(=O)NC2CCN(S(=O)(=O)c3ccc(NC(C)=O)cc3)CC2)cc1OC (stereo not given),4,1,-14,-6,6,-1,-4,1.0,0,6,10
O=C(CSc1ncnc2ccccc12)c1ccc2c(c1)OCCO2,-316,2,1,-73,-115,-20,-5,1.0,-16,7,-264
COc1cc(-c2ccc3c(=O)c4ccccc4sc3c2)cc(OC)c1OC,-59,.,0,-63,-5,-6,-10,-0.3,-27,-4,-92
O=C(NNC(=O)c1ccc2c(c1)OCO2)NC1CCCCC1,0,1,-18,7,-13,-1,.,0.5,11,0,-5
CC(C)CN(C(=O)c1ccc(N2CCCC2=O)cc1)C1CCS(=O)(=O)C1 (stereo not given),-9,0,-2,-5,-10,-1,-6,-0.5,-10,1,17
CCCC1(C(=O)OCC)NC(c2ccc(N(C)C)cc2)C2C(=O)N(c3ccc4c(c3)OCCO4)C(=O)C21 (stereo not given),15,2,-8,3,-8,7,-5,0.3,-11,-1,26
Oc1c(Br)cc(Br)cc1CNc1cccc2cccnc12,5,6,-2,26,-4,-17,-5,-0.7,3,-5,-4
CCOC(=O)c1c(C)[nH]c(C)c1C(=O)CSc1ncccn1,-2,0,-5,-5,2,4,-8,-0.4,-7,-3,21
NS(=O)(=O)c1ccc(CNS(=O)(=O)c2cccc3nonc23)cc1,6,0,-14,.,-22,-4,-4,-0.3,-1,-5,10

# 3 of the entries above in order of their number in Shn3 inh set2, rising.
structure | Shn3 inh set2
COc1cccc(C2=CC(=O)C[C@H](c3ccc(Cl)cc3)C2)c1 | -32
[O-][n+]1onc2c1CCc1nnccc1-2 | -16
O=C(O)CCn1c(=O)n(CCC(=O)O)c(=O)n(CCC(=O)O)c1=O | -9

# Next section
SMILES,Peg3 promoter,NR2E3 ag-1,PDI turbidity,TRPM1 prom inh,NR2E3 ag-2,Cardio protect,CaV13 FRET inh,iPSC survival up,Shn3 inh set2,HTR2A ag,HIF-2a inh
Cc1ccc(S(=O)(=O)N(C)C[C@@H]2OCc3ccccc3-c3c(n(C)c4ccccc34)C(=O)N([C@H](C)CO)C[C@@H]2C)cc1,23,.,1,.,-12,-16,-5,-0.2,32,8,-5
COC(=O)c1sc(=S)n(-c2ccc(Cl)cc2)c1C,3,1,-2,3,8,-8,.,0.2,9,-2,11
Cc1cccc(-c2cnc(C(O)Cc3ccccc3)[nH]2)c1 (stereo not given),-61,.,3,.,-27,3,-10,-1.7,4,1,-133
C[C@@H]1CN([C@H](C)CO)C(=O)c2cc(C#CC3CC3)cnc2O[C@H]1CN(C)S(C)(=O)=O,9,.,-4,.,-34,-4,-3,-0.4,3,-1,2
O=[N+]([O-])c1cc(S(=O)(=O)Nc2ccccc2)ccc1NCc1cccnc1,10,0,-7,3,11,-16,-5,-0.2,24,-2,21
C=C1CCN([C@@H](C)C(=O)NCc2ccc(Cl)cc2)S(=O)(=O)c2ccccc21,13,3,0,14,9,1,.,6.1,-10,5,1
CCC(C)NC(=O)CCCCCn1c(=O)[nH]c2cc(OC)c(OC)cc2c1=O (stereo not given),23,0,14,2,-23,4,-4,-1.9,1,0,27
CN(CC(=O)Nc1ccc(F)cc1)C(=O)COC(=O)CNC(=O)c1ccc(Cl)cc1Cl,-4,-2,-9,-7,6,-4,-4,-0.4,-13,6,-7
CCOC(=O)C1=C(CSc2nc3c(cc2C#N)CN(C)CC3)OC(N)=C(C#N)C1c1ccc(Cl)cc1 (stereo not given),3,0,6,-2,-50,12,-4,0.4,-19,3,2
Cc1ccc(-n2ncc(C(=O)NCC3CCN(C4CCCC4)C3)c2C2CCN(C(=O)OC(C)(C)C)CC2)cc1 (stereo not given),8,0,-1,-9,22,0,-4,-0.6,0,-9,13
CCCC1NC(=O)c2cc3ccccc3cc2-n2c1nc1cc(F)ccc1c2=O (stereo not given),27,.,-1,.,-33,-10,-3,-1.9,1,0,19
COc1ccccc1N(C)S(=O)(=O)c1ccc(C(=O)NCC2CCCCC2)cc1,14,2,-4,4,-4,-11,-2,-3.1,5,-15,15
O=C1/C(=C/c2ccccc2)SC(=S)N1C1CCS(=O)(=O)C1 (stereo not given),1,1,6,11,-7,3,-5,-0.6,-13,6,3
Cc1ccc(-n2c(SCC(=O)O)nc3sc4c(c3c2=O)C(C)CCC4)cc1 (stereo not given),-4,6,4,5,10,-4,-8,-0.3,0,-4,22
COc1ccc(N2C(=O)c3ccccc3S2(=O)=O)cc1,3,0,-10,-12,-19,1,4,-0.5,-9,4,-28
COc1ccc(OCC(=O)OCCNC(=O)c2cccnc2)cc1,20,0,-5,2,17,6,-2,2.4,-2,5,16
COc1ccc2c(c1)C(=O)N(c1ccccc1C)C(=O)C2(C)C,4,6,-17,-4,-2,-2,-3,0.1,0,5,19
O=C(CCC(=O)c1ccc(F)cc1)NCC1(N2CCCCC2)CCCCC1,-2,4,9,-13,26,0,-2,-0.5,-61,-1,6
CCn1c2ccccc2c2cc(CN3CCN(C(=O)c4ccco4)CC3)ccc21,13,1,6,-17,11,0,.,-1.0,13,-5,19
COc1ccccc1C(=O)COC(=O)c1cccc(-n2cnnn2)c1,-27,-1,-57,-19,-37,1,-3,0.4,-7,1,-29
O=C(Nc1ccccc1)c1sc(N2CCOCC2)nc1-c1ccccc1,2,1,-9,3,-16,7,-18,4.4,-26,5,6
Cc1ccc(C2(C)NC(=O)N(CC(=O)Nc3cc(S(=O)(=O)N4CCOCC4)ccc3OC(C)C)C2=O)cc1 (stereo not given),7,.,3,.,-13,-7,-6,-1.4,-8,-2,5
CC(c1ccc(F)cc1)n1c(-c2ccc3ccccc3n2)n[nH]c1=S (stereo not given),1,-1,-12,5,-26,-8,-9,-0.3,-2,-1,1
OC(COC(c1ccc(F)cc1)c1ccc(F)cc1)CN1CCCC(C(F)(F)F)C1 (stereo not given),4,0,-3,-1,16,-9,-4,-0.6,7,-6,13
Cc1ccc(NCC(=O)N/N=C/c2cc(O)ccc2[N+](=O)[O-])cc1,-2,-4,-6,-13,-2,-3,-6,0.1,3,-2,4

# Single entries from the list:
# `CC(c1ccc(F)cc1)n1c(-c2ccc3ccccc3n2)n[nH]c1=S` (stereo not given) in HIF-2a inh is entered as 1
# `CCC(C)NC(=O)CCCCCn1c(=O)[nH]c2cc(OC)c(OC)cc2c1=O` (stereo not given) in PDI turbidity is entered as 14
# `OC(COC(c1ccc(F)cc1)c1ccc(F)cc1)CN1CCCC(C(F)(F)F)C1` (stereo not given) in Peg3 promoter is entered as 4
# `Cc1ccc(-n2ncc(C(=O)NCC3CCN(C4CCCC4)C3)c2C2CCN(C(=O)OC(C)(C)C)CC2)cc1` (stereo not given) in TRPM1 prom inh is entered as -9
# `CN(CC(=O)Nc1ccc(F)cc1)C(=O)COC(=O)CNC(=O)c1ccc(Cl)cc1Cl` in TRPM1 prom inh is entered as -7

# Whole records from above. Order of values: Peg3 promoter | NR2E3 ag-1 | PDI turbidity | TRPM1 prom inh | NR2E3 ag-2 | Cardio protect | CaV13 FRET inh | iPSC survival up | Shn3 inh set2 | HTR2A ag | HIF-2a inh
# CC(c1ccc(F)cc1)n1c(-c2ccc3ccccc3n2)n[nH]c1=S (stereo not given) as listed: 1 | -1 | -12 | 5 | -26 | -8 | -9 | -0.3 | -2 | -1 | 1
# COc1ccc(OCC(=O)OCCNC(=O)c2cccnc2)cc1 as listed: 20 | 0 | -5 | 2 | 17 | 6 | -2 | 2.4 | -2 | 5 | 16
# O=C1/C(=C/c2ccccc2)SC(=S)N1C1CCS(=O)(=O)C1 (stereo not given) as listed: 1 | 1 | 6 | 11 | -7 | 3 | -5 | -0.6 | -13 | 6 | 3
# COc1ccccc1N(C)S(=O)(=O)c1ccc(C(=O)NCC2CCCCC2)cc1 as listed: 14 | 2 | -4 | 4 | -4 | -11 | -2 | -3.1 | 5 | -15 | 15
